# RGS8-Gao reg: regulators of human RGS8-Galphao interaction. response (percent of control binding), % at 10 µM. 0.34% of 220,000 active. P09471. multiplexed bead flow cytometry, RGS8-Galphao binding; actives lie on both sides; in the data active = response below about 60% or above about 140%; inactive = in between;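 also: Galphao activated as the GDP aluminium fluoride complex binding bead-coupled RGS8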
# ABCB1 inh: human ABCB1 inhibition, ABCG2 as counter-screen; P08183; CCRF-Adr cells, JC-1 efflux, flow cytometry; inhibition, % at 6.6 µM; 0.067% of 190,000 active; AID 1326; in the data active = inhibition above about 40%;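 also: 0% = vehicle and 100% = reference inhibitor; higher value means more JC-1 retained so stronger ABCB1 efflux block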
# RGS7-Gao reg: modulates binding of RGS7 to human Galphao; binding response (% of control), % at 10 µM; P09471; 0.35% of 220,000 active; Multiplexed bead flow cytometry; actives lie on both sides; in the data active = binding response below about 49% or above about 150%; inconclusive = no clear call, values can overlap the other calls; inactive = in between;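 also: fluorescent Galphao held in activated GDP-AlF4 state binding bead-coupled RGS7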
# GSH fluor: GSH bead compound fluorescence profile; fluorescence (KMESF) at 10 µM; 0.25% of 190,000 active; AID 1776; GSH beads flow cytometry, compound fluorescence 488/530 nm; active compounds read high; in the data active = fluorescence above about 89;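 also: glutathione beads carrying GST-tagged Bcl family fusion proteins plus one bare bead set; values are compound well signal with DMSO vehicle wells as background; inactives centre near 16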
# ABCG2 inh: human ABCG2 inhibition, ABCB1 as counter-screen; Q9UNQ0; IgMXP3 cells, JC-1 efflux, flow cytometry; inhibition, % at 6.6 µM; 0.1% of 190,000 active; AID 1325;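 active = inhibition above 80%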;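 also: 0% = DMSO and 100% = nicardipine control wells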
# Target sequence (Q9UNQ0 whole entry, looked up): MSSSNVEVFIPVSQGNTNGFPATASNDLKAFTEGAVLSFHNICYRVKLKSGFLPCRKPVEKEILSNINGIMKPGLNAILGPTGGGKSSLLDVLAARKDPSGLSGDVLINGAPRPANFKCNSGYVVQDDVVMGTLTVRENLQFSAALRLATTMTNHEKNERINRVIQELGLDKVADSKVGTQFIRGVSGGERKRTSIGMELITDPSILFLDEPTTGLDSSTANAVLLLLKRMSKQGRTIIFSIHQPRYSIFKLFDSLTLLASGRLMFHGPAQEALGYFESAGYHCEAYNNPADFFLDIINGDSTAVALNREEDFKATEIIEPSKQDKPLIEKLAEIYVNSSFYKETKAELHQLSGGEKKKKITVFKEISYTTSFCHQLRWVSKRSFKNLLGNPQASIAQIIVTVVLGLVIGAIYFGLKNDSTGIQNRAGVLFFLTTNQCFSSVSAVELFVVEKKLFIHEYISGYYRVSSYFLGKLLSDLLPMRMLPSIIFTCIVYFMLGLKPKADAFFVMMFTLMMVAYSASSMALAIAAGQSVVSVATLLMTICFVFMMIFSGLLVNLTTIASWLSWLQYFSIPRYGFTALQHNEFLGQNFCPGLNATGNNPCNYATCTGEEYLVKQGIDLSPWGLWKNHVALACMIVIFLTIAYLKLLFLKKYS
#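 material = IgMXP3 (ABCG2) plus far-red-tagged CCRF-Adr (ABCB1) cells | amount = 3 million cells/mL, equal mix of both lines | also added = JC-1 transporter substrate | dosing = one concentration, 6.6 µM final | schedule = 10 min at 25 °C | measured by = flow cytometric JC-1 green MFI at 530 nm | read-out basis = percent efflux inhibition, scaled nicardipine 100% to DMSO 0%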
# RGS4-Gao reg: modulates binding of RGS4 to human Galphao; P09471; Multiplexed bead flow cytometry; actives lie on both sides; binding response (% of control), % at 10 µM; 0.33% of 220,000 active; AID 1415; in the data active = binding response below about 49% or above about 150%; inactive = in between;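 also: fluorescent Galphao activated with aluminum fluoride binding bead-coupled RGS4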
# Pf gamet viab: kills late stage P. falciparum gametocytes | P. falciparum stage V gametocytes, ATP luminescence, 24 h | inhibition, % at 10.9 µM | 0.065% of 150,000 active | AID 743093;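 active = inhibition above the mean plus 3 SD of compounds within the control limits, set per campaign, cut at about 38% in these data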;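 also: 0% = DMSO wells and 100% = medium only without gametocytes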
# Mcl1-Bid inh: disrupts binding of human Mcl-1 to Bid peptide | inhibition, % at 21.7 µM | TR-FRET Mcl-1/Bid-Dy647 peptide binding, 1536-well | AID 1021 | 0.97% of 220,000 active;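 active = compounds that cut the binding signal by more than half at the single screening dose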;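 also: His-tagged Mcl-1 with europium anti-His antibody binding Bid BH3 peptide; 0% = Mcl-1 plus peptide wells and 100% = peptide-only wells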
# Target sequence (Q07820 whole entry, looked up): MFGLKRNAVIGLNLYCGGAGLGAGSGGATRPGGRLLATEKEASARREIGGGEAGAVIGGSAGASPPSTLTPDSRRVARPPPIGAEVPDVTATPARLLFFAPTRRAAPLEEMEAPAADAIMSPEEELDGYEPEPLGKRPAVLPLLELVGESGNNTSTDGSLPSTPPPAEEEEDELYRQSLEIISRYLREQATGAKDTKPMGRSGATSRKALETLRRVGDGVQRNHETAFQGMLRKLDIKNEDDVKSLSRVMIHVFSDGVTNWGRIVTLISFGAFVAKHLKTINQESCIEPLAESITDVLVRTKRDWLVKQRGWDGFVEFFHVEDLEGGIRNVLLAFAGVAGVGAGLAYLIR
# Avidin fluor: compound fluoresces at 488/530 nm on avidin beads; AID 1775; fluorescence (KMESF) at 10 µM; 0.38% of 220,000 active; compound fluorescence 488/530 nm, flow cytometry; active compounds read high; in the data active = fluorescence above about 47; also: inactives centre near 10
# Mcl-1 Bim block: disrupts Bim peptide binding to human Mcl-1 | AID 1009 | inhibition, % at 10 µM | Bead-based flow cytometry, Bim peptide-Mcl-1 binding | 0.1% of 190,000 active | Q07820; in the data active = inhibition above about 40%;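 also: 0% = no compound tracer wells and 100% = peptide blocker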
# Mcl1-Noxa inh: disrupts binding of human Mcl-1 to Noxa peptide; Q07820; TR-FRET Mcl-1/Noxa peptide binding, 2 h; inhibition, % at 21.7 µM; 1.5% of 220,000 active; AID 1022;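 active = compounds that cut the protein-peptide binding signal by more than 50% relative to plate controls in a single-dose test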;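 also: His-tagged Mcl-1 with rhodamine Noxa BH3 peptide and terbium anti-His antibody; 0% = Mcl-1 plus Noxa peptide wells and 100% = peptide-only wells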
# Numbers without * were called inactive; u = inconclusive; x = no result given.
SMILES,RGS8-Gao reg,ABCB1 inh,RGS7-Gao reg,GSH fluor,ABCG2 inh,RGS4-Gao reg,Pf gamet viab,Mcl1-Bid inh,Avidin fluor,Mcl-1 Bim block,Mcl1-Noxa inh
CC(=O)C1=C(c2ccccc2)NC(=S)NC1c1cc(Cl)c(OC(C)C)c(Cl)c1 (stereo not given),98,1.5,96,9,2,96,-4,4,5,11,3
CCSc1nc2ccccc2n1Cc1cccc([N+](=O)[O-])c1,104,0.4,100,35,24,105,x,-30,12,-3,0
Cn1cnnc1SCC(=O)NCCc1ccc(Cl)cc1Cl,100,-0.5,u,14,-1,98,10,-26,10,0,6
COc1ccc(-c2cc(=Nc3ccc(C)cc3)c3ccccc3o2)cc1,99,0.8,99,37,6,99,x,-8,5,-1,5
COc1ccccc1CN1C[C@@H]2C[C@@H](c3ccc(C)c(C)c3)N3CCC[C@@]23C1=O,103,-0.2,104,10,0,107,x,-29,10,-5,-9
O=C(Cn1cnc2ccccc2c1=O)N1CCOCC1,100,0.2,101,15,1,98,-23,-14,7,3,1
O=S(=O)(Cc1ccccc1Cl)NCCOc1ccccc1,104,0.2,105,9,3,106,-28,-7,14,-1,0
O=C(CCn1c(=O)sc2ccccc21)Nc1cccnc1,99,1.1,103,15,16,98,11,-7,5,0,2
COCc1[nH]nc2c1C(c1ccnc3ccccc13)C(C#N)=C(N)O2 (stereo not given),100,0.2,104,13,-25,100,9,-52,7,0,10
CCOc1ccccc1N1CCN(C(=S)NC(=O)C23CC4CC(CC(C4)C2)C3)CC1,101,1.8,99,11,20,104,x,-35,10,-4,-3
C[C@@H]1NC(=O)c2cc([N+](=O)[O-])cc(I)c2NCC[C@@H](C(N)=O)NC(=O)[C@H](CC(N)=O)NC1=O,100,0.4,96,17,5,101,x,4,10,-2,29
CN(C)/C=C1\C(=O)NN=C1C(F)(F)F,104,0.1,101,11,2,105,-9,-23,24,-4,-9
Clc1ccccc1C1CC(c2ccccc2)Nc2ncnn21 (stereo not given),98,-2.5,101,24,-3,97,x,9,8,-3,19
CC(C)(C)n1ncc2c(=O)n(CC(=O)NCc3ccc(F)cc3)cnc21,100,0.5,103,22,5,100,x,-1,36,-7,10
O=C(COC(=O)CC12CC3CC(CC(Br)(C3)C1)C2)NC(=O)NCc1ccco1,100,1.7,103,16,8,94,x,-4,12,-6,12
Cc1cc2oc3c(c(=O)c2cc1C)C(c1ccc(F)cc1)N(CCCN1CCOCC1)C3=O (stereo not given),101,7.1,99,15,2,102,x,-22,6,-3,7
COc1ccc2oc(=O)c(C(=O)NCc3ccccn3)cc2c1,106,0.8,103,15,2,103,x,-3,24,0,12
O=C(CSC1CS(=O)(=O)c2cc([N+](=O)[O-])ccc21)NNC(=O)c1ccccc1 (stereo not given),102,x,u,x,x,98,-21,-25,6,x,-14
CCC(=O)N(C)CCc1cc2c(c(OC)c1/C=N/NC(=O)c1ccncc1)OCO2,100,x,u,x,x,111,-7,-7,46,x,-8
COC(=O)/C(=C/c1ccco1)NC(=O)c1ccccc1,105,0.3,100,5,2,102,0,-70,3,-6,11
Cc1cccc(NC(=S)NC(=O)CCc2ccccc2)c1,100,-0.1,98,17,1,103,x,-10,6,-3,14
CCCc1ccc(/C=C2\C(=O)c3ccccc3C(O)=C2C(=O)OCC)cc1,83,7.4,90,34,-2,95,x,40,8,-5,88*
C=CCNC(=O)NC(=O)COC(=O)/C=C/c1cccc([N+](=O)[O-])c1,105,0.6,u,16,30,108,13,-8,12,1,-7
O=C(CSc1n[nH]c(=O)n1C1CC1)Nc1ccc(Cl)c(Cl)c1,97,x,u,x,x,90,-28,-5,3,x,1
COc1ccc(-c2[nH]ncc2CN2CCC(OCc3ccccc3)CC2)c(F)c1,101,0.8,101,8,3,104,-31,-4,10,-1,-2
c1ccc2nc3c(cc2c1)CCCCC3,99,x,u,x,x,86,-18,-57,x,x,-3
CCNC(=O)NC(=O)CSc1ccccc1F,111,0.6,110,11,16,108,9,7,2,-6,11
Cc1ccc(CSc2ccc3nnc(-c4ccccn4)n3n2)cc1,104,-0.3,102,14,0,106,-18,-20,11,1,9
O=C1CC(N2CCN(c3ccccn3)CC2)C(=O)N1c1ccc(Cl)cc1 (stereo not given),105,0.5,102,26,0,104,x,-2,12,0,9
O=C1C=C(O)c2c(O)cccc2C1=O,101,x,u,x,x,106,x,-90,14,x,27
O=C(N/N=C\c1cn[nH]c1-c1ccccc1)c1ccc([N+](=O)[O-])cc1,85,16,107,10,16,100,-11,13,2,-4,20
CCOC(=O)CON1C(=O)C(=O)N(OCC(=O)OCC)[C@H]2CCCC[C@H]21,97,x,u,x,x,95,1,-32,38,x,5
Cc1ccc(CNC(=O)c2ccc3c(=O)n(CCCN4CCCC4=O)c(=S)[nH]c3c2)cc1,104,-0.1,102,5,-1,100,-6,-43,7,-2,19
CS(=O)(=O)N1N=C(c2ccco2)CC1c1ccc(Cl)cc1Cl (stereo not given),99,0.6,95,13,2,95,9,-34,6,-1,5
COc1ccccc1NC(=O)N1CCCC1C(=O)Nc1nnc(C(C)C)s1 (stereo not given),100,0.1,103,45,0,104,x,7,7,0,-5
CC(=O)N1c2ccc([N+](=O)[O-])cc2NC(=O)CC1C (stereo not given),104,0.8,100,10,6,102,7,-13,3,-5,-1
Oc1ccc(C2N=C(c3ccccc3)NC(c3ccccc3)=N2)cc1,99,0.1,99,26,2,95,x,-35,4,2,16
O=C(NCCc1ccccc1)C(c1cccs1)N(C(=O)c1csnn1)C1CC1 (stereo not given),101,0.2,102,56,1,106,0,-4,7,0,-2
CN(c1cccc(NC(=O)c2ccc(Cl)c(S(=O)(=O)Nc3ccccc3)c2)c1)S(C)(=O)=O,85,-0.6,97,35,11,100,x,1,7,-9,10
CS(=O)(=O)c1ccc2nc(NC(=O)Oc3ccccc3)sc2c1,99,-7.8,100,11,-5,99,x,-13,9,0,18
CC(/C=N/NC(=O)Cn1cnc2c1c(=O)n(C)c(=O)n2C)=C\c1ccco1,91,x,u,x,x,91,5,-8,5,x,1
O=C(NC(=O)N1CCSCC1)c1c(Cl)cccc1Cl,104,x,u,x,x,106,-11,-1,3,x,2
Cc1ccc(OCCNC(=O)C2CCCCC2)cc1,97,1.0,u,16,6,99,10,-14,9,1,1
COC(=O)CSc1nccc(C)n1,101,0.1,101,11,0,99,x,-28,7,-2,-16
COc1ccc(CNc2oc(-c3cccc4ccccc34)nc2P(=O)(OC)OC)cc1,101,2.1,u,19,22,100,x,-33,9,-4,19
O=C(CSc1nnc(-c2ccccc2)c(-c2ccccc2)n1)N1CCc2ccccc21,101,1.7,103,23,8,103,x,-12,13,22,3
COc1cccc(NC(=O)CSCC(=O)O)c1,83,0.2,88,34,0,86,-10,4,1,-1,12
CCOC(=O)COn1c(=O)c(-c2ccco2)[n+]([O-])c2ccccc21,96,-0.8,95,29,42,99,x,-30,11,-4,-4
NCCCC[C@H]1CNC(=S)N1CCc1cc(C(F)(F)F)cc(C(F)(F)F)c1,99,0.2,95,21,0,101,x,-25,8,-2,2
COc1cccc2c(=O)c(SC(F)(F)C(F)C(F)(F)F)c(C)[nH]c12 (stereo not given),96,-0.7,97,12,-2,97,-11,-4,19,0,14
Cc1c(NC(=O)C(C)Sc2nnc(-c3ccccc3)o2)c(=O)n(-c2ccccc2)n1C (stereo not given),98,0.6,102,68,3,99,-10,-13,6,1,0
COc1ccc(/C=N/n2cnnc2)cc1Br,101,x,u,x,x,102,3,-38,7,x,4
Cc1cnc(C(=O)Nc2ccccc2-c2nnn(CC(=O)NC3CCCC3)n2)cn1,105,0.8,101,62,4,102,-16,47,6,8,-24
CCOC(=O)c1cc2c(C)nn(-c3ccccc3)c2s1,100,0.1,99,23,1,101,x,-5,19,-6,-9
CNC(=O)c1c(NC(=O)c2cccc(N3C(=O)CCC3=O)c2)sc2c1CCCC2,100,x,u,x,x,103,19,-24,5,x,-5
COC(=S)Nc1cccc(C(F)(F)F)c1,94,x,u,x,x,99,-23,1,5,x,-11
CNC(=S)/N=C/NOCc1c(Cl)cccc1Cl,102,0.9,95,12,3,101,-5,39,21,-2,18
C[C@H](NS(=O)(=O)c1ccccc1)C(=O)OCC(=O)NC(=O)Nc1ccc2c(c1)OCCO2,101,0.2,112,12,4,105,-32,-21,33,-1,8

# Sorted by molar mass (smallest number first): twelve of the compounds above.
SMILES,RGS8-Gao reg,ABCB1 inh,RGS7-Gao reg,GSH fluor,ABCG2 inh,RGS4-Gao reg,Pf gamet viab,Mcl1-Bid inh,Avidin fluor,Mcl-1 Bim block,Mcl1-Noxa inh
COC(=O)CSc1nccc(C)n1,101,0.1,101,11,0,99,x,-28,7,-2,-16
COC(=S)Nc1cccc(C(F)(F)F)c1,94,x,u,x,x,99,-23,1,5,x,-11
COc1cccc(NC(=O)CSCC(=O)O)c1,83,0.2,88,34,0,86,-10,4,1,-1,12
COc1ccc(/C=N/n2cnnc2)cc1Br,101,x,u,x,x,102,3,-38,7,x,4
CCOC(=O)c1cc2c(C)nn(-c3ccccc3)c2s1,100,0.1,99,23,1,101,x,-5,19,-6,-9
CNC(=S)/N=C/NOCc1c(Cl)cccc1Cl,102,0.9,95,12,3,101,-5,39,21,-2,18
CCOC(=O)COn1c(=O)c(-c2ccco2)[n+]([O-])c2ccccc21,96,-0.8,95,29,42,99,x,-30,11,-4,-4
COc1cccc2c(=O)c(SC(F)(F)C(F)C(F)(F)F)c(C)[nH]c12 (stereo not given),96,-0.7,97,12,-2,97,-11,-4,19,0,14
Cc1cnc(C(=O)Nc2ccccc2-c2nnn(CC(=O)NC3CCCC3)n2)cn1,105,0.8,101,62,4,102,-16,47,6,8,-24
CNC(=O)c1c(NC(=O)c2cccc(N3C(=O)CCC3=O)c2)sc2c1CCCC2,100,x,u,x,x,103,19,-24,5,x,-5
Cc1c(NC(=O)C(C)Sc2nnc(-c3ccccc3)o2)c(=O)n(-c2ccccc2)n1C (stereo not given),98,0.6,102,68,3,99,-10,-13,6,1,0
C[C@H](NS(=O)(=O)c1ccccc1)C(=O)OCC(=O)NC(=O)Nc1ccc2c(c1)OCCO2,101,0.2,112,12,4,105,-32,-21,33,-1,8

# Assay outcomes deposited in PubChem BioAssay by several laboratories.

# An unsorted share of the library. About 3.3% of those tested had a hit in this group.
